GLP1R inv ag – GLP-1 receptor (human) inverse agonism; P43220; HEK293 GLP-1R CRE-luciferase, luminescence, 24 h; GLP-1R form is constitutively active; Potency, µM (titrated, usually from 38.3 µM), for inactives: top-dose activity change, negative = inhibition, hits mostly inhibitors; actives 1.6% (n = 410,000); also: potency is read from the fitted curve at half-maximal effect; % is scaled to controls: 0 for no effect and ±100 for the full control effect; nearly all actives have a fitted effect of over 55% in size
Target sequence (P43220 whole entry, looked up): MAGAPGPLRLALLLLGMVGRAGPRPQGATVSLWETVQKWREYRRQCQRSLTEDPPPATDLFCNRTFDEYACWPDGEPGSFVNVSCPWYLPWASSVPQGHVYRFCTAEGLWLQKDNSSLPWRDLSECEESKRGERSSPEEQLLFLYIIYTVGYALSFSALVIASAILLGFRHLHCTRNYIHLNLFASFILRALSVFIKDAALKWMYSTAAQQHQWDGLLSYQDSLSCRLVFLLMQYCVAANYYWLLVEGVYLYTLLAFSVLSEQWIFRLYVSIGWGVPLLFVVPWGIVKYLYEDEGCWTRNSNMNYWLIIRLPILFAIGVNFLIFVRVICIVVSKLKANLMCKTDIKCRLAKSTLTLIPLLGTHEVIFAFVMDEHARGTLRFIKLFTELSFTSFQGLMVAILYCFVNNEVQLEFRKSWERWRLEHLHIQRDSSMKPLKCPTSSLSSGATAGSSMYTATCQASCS
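HEK293 cells stably co-expressing constitutively active GLP-1R and a cAMP-responsive luciferase reporter were seeded in DMEM with 10% Nu serum, given compounds after 12 h, and incubated 24 h at 37 deg C. Luminescence was then read.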
GLP1R cytotox – cytotoxicity in counter-screen for GLP-1R inverse agonists | HEK293 cAMP-luciferase reporter cells, luminescence, 24 h | Potency, µM (series often up to 38.3 µM), without a hit: at the top dose activity change, negative = inhibition, hits mostly inhibitors | actives 0.13% (n = 410,000) | AID 624418;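 also: loss of luciferase light is scored as toxicity; potency is read from the fitted curve at half-maximal effect; % is scaled to controls: 0 for no effect and ±100 for the full control effect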
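Cells in DMEM/10% Nu serum/1% pen-strep, 1536-well format. Pre-incubated 12 h, dosed with 23 nL compound, incubated a further 24 h. Luciferase detection, 12 min at room temp, luminescence.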
EPAC1 ag – agonists of human EPAC1; EPAC1 agonist qHTS, biochemical assay; response scale: 100% = response to 6.5 mM cAMP; Potency, µM (doses to about 154 µM), without a hit: at the highest dose activation, usual class: activators; actives 0.073% (n = 360,000); AID 720707; also: potency is read from the fitted curve at half-maximal effect; nearly all actives have a fitted effect of over 60% in size
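Multi-concentration qHTS readout: loss of Rap1B-bound BODIPY-GDP fluorescence driven by 100 nM EPAC1 with excess GDP (50 uM), monitored kinetically at room temperature; agonist response expressed relative to 6.5 mM cAMP.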
GLP-1R agonist – agonists of human GLP-1 receptor. P43220. HEK293 GLP-1R CRE-luciferase, luminescence, 4-6 h; cells express a hypersensitive GLP-1R form. Potency, µM (top dose mostly 45.6 µM), for inactives: at the highest dose activation, usual class: activators. actives 0.007% (n = 380,000); also: potency is read from the fitted curve at half-maximal effect; % of control where 0% means no effect
PTHR1 ag – agonists of human PTHR1 parathyroid hormone receptor; HEK293 GP2 PTHR1 cells, GloSensor cAMP luminescence, 1 h; AID 743266; actives 0.075% (n = 410,000); Q03431; Potency, µM (titrated, usually from 115 µM), for the others: at the top dose activation, most hits filed as activators; also: potency is read from the fitted curve at half-maximal effect; nearly all actives have a fitted effect of over 55% in size; some results filed as inactive show a strong effect at the top dose; inactives centre near -15; many of its hits are not listed in these tables
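HEK-293-derived GP2 cells expressing PTHR1 and a GloSensor cAMP reporter, 3,000/well, plated overnight, given luciferin plus IBMX (each 0.5 mM as added) for 1 h at 37 °C, then compound for 1 h at 37 °C. Luminescence was read after 15 min at room temperature.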
IL2 activator – activators of IL-2; IL-2 activation reporter assay, cell-based qHTS; stimulated with anti-CD3/CD4/CD28 beads; in transgenic mouse T cells; activation, % (series mostly up to about 46 µM); actives 0.065% (n = 360,000); AID 652025; in the data active = activation above about 50%; inconclusive = mostly about 30% to 49%; also: 0% is about no effect
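Using fluorescent plate cytometry, EGFP and DsRed are detected in transgenic mouse T cells stimulated 18 h at 37 degrees C with antibody-coated beads after 60 min compound pretreatment.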
PLK1 PBD inh – PLK1 (human) polo-box domain binding inhibition | P53350 | Plk1 PBD binding of FITC phosphopeptide, fluorescence polarization | Potency, µM, inactives show max response, negative = inhibition, usual class: inhibitors | actives 2.8% (n = 360,000) | AID 720504; also: potency is read from the fitted curve at half-maximal effect; series mostly up to about 57 µM; % is scaled to controls: 0 for no effect and ±100 for the full control effect; nearly all actives have a fitted effect of over 65% in size
EPAC1 antagonist – blocks human EPAC1 exchange factor; EPAC1 GEF assay, Rap1b-BODIPY-GDP exchange fluorescence; Potency, µM (series often up to 115 µM), for inactives: top-dose activity change, negative = inhibition, usual class: inhibitors; AID 720709; actives 0.14% (n = 360,000); O95398;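 also: potency is read from the fitted curve at half-maximal effect; plate controls were vehicle for no effect and positive control for full effect; nearly all actives have a fitted effect of over 50% in size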
PI5P4K alpha inh – blocks human PI5P4K alpha kinase activity; PI5P4Kalpha enzyme, ADP-Glo luminescence, 60 min; stronger effect = lower value; P48426; max response, %; actives 1.2% (n = 330,000); AID 652105; active = max response of -50% or lower; inconclusive = between -30% and -50%; inactive = -30% or higher; also: value at the top dose of about 77 µM; % is scaled to controls: 0 for no effect and ±100 for the full control effect
Target sequence (P48426 whole entry, looked up): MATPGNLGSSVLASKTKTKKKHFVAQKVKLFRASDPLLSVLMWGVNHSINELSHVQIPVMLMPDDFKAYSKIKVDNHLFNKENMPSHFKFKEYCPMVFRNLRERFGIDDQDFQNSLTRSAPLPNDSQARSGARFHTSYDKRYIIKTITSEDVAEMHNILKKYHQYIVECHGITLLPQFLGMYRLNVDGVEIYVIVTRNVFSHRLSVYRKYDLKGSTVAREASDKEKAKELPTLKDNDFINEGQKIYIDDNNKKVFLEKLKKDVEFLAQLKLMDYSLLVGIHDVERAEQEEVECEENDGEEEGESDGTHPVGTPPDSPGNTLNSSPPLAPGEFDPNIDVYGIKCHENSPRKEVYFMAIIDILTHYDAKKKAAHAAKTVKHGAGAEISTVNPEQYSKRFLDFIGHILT
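Reactions run in 0.038 M HEPES pH 7.4, 0.28 mM EGTA, 0.1% CHAPS and 5% DMSO, with PI5P4Kalpha, substrate, compound and 5 microM ATP final, one hour at room temperature. Readout is ADP-Glo luminescence.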
An asterisk follows results filed as active; & = joins results of further samples; [ ] = dose if it differs, or a comment. Unless noted, calls follow the shape of the dose curve; as a rule, active = well fitted curve in the direction sought with a large enough effect; inconclusive = small, poorly fitted or top-dose-only effect, or another doubt; inactive = no such curve, though single readings can be large; an effect the other way counts as inactive or inconclusive.

For CN1CCN(c2ccc(F)cc2N)CC1 the results were GLP1R inv ag -5.1%, GLP1R cytotox 12.1%, EPAC1 ag 1.7%, GLP-1R agonist -0.6%, PTHR1 ag inactive, IL2 activator 0.8, PLK1 PBD inh -3.0%, EPAC1 antagonist -15.1% and PI5P4K alpha inh -1.3.
For COc1ccc(-c2nn(CCC#N)cc2C(=O)Nc2ccccc2Cl)cc1 the results were GLP1R inv ag 30.1%[activator], GLP1R cytotox -8.9%, EPAC1 ag 6.8%, GLP-1R agonist 14.2%, PTHR1 ag inactive, IL2 activator -0.3, PLK1 PBD inh -19.5%, EPAC1 antagonist 4.2% and PI5P4K alpha inh 5.4.
`CN1CCN(Cc2nnc3n2-c2ccc(Cl)cc2C(c2ccccc2)=NC3)CC1` gave GLP1R inv ag -15.0%, GLP1R cytotox 15.1%, EPAC1 ag 1.6%, GLP-1R agonist 5.4%, PTHR1 ag -14.2%, IL2 activator -3.7, PLK1 PBD inh -11.6%, EPAC1 antagonist 23.4% and PI5P4K alpha inh 1.5.
CC(=Nc1ccccc1N)c1c(O)n(C)c(=O)n(C)c1=O was read as GLP1R inv ag 19.8%, GLP1R cytotox -5.4%, EPAC1 ag 1.0%, GLP-1R agonist -1.6%, PTHR1 ag inactive, IL2 activator 0.5, PLK1 PBD inh -5.8%, EPAC1 antagonist 2.0% and PI5P4K alpha inh 2.3.
`Cc1cc(C)n2nc(SC(C)C(=O)N3CCC4(CC3)OCCO4)nc2n1` (stereo not given) gave GLP1R inv ag 0.9%, GLP1R cytotox 7.3%, EPAC1 ag 2.9%, GLP-1R agonist -10.1%, PTHR1 ag inactive, IL2 activator -0.8, PLK1 PBD inh -1.2% and EPAC1 antagonist 3.3%.
Screening CCOP(=S)(OCC)c1ccc(N(C)C)cc1 returned GLP1R inv ag -9.7%, GLP1R cytotox 5.4%, EPAC1 ag 6.1%, GLP-1R agonist -1.5%, PTHR1 ag 17.8µM*, IL2 activator -1.4, PLK1 PBD inh 3.5% and EPAC1 antagonist -7.8%.
Screening O=c1[nH]c(=O)n(-c2ccccc2)c(O)c1/C=C1/C(c2ccccc2)=Nc2ccccc21 returned GLP1R inv ag -18.5%, GLP1R cytotox inconclusive, EPAC1 ag -4.6%, GLP-1R agonist -2.3%, PTHR1 ag -14.4%, IL2 activator -1.4, PLK1 PBD inh 10.6µM*, EPAC1 antagonist -25.0% and PI5P4K alpha inh -3.2.
Screening CC(C)c1ccc(NC(=O)CSc2nnc(OC(=O)N(C)C)n2C2CC2)cc1 returned GLP1R inv ag 8.3%, GLP1R cytotox -5.1%, EPAC1 ag -8.0%, GLP-1R agonist -1.5%, PTHR1 ag inactive, IL2 activator 2.1, PLK1 PBD inh 2.4%, EPAC1 antagonist 13.8% and PI5P4K alpha inh 2.9.
`S=C(NCCc1ccccc1)N1Cc2cc(N3CCCCC3)ccc2-n2nncc2C1` gave GLP1R inv ag inconclusive, GLP1R cytotox -10.6%, EPAC1 ag 12.9%, GLP-1R agonist 5.4%, PTHR1 ag inactive, IL2 activator -0.2, PLK1 PBD inh 5.0%, EPAC1 antagonist -12.0% and PI5P4K alpha inh 11.8.
Screening CC(C)(C)C(=O)N1Cc2cnnn2-c2ccccc2C1C#N (stereo not given) returned GLP1R inv ag 6.3%, GLP1R cytotox -1.8%, EPAC1 ag 8.4%, GLP-1R agonist 8.0%, PTHR1 ag -9.6%, IL2 activator -0.7, PLK1 PBD inh -14.7%, EPAC1 antagonist -5.5% and PI5P4K alpha inh -4.2.
C/C=C/C(=O)OCC(=O)Nc1ccc(OC)c(Cl)c1 was read as GLP1R inv ag 30.7%[activator], GLP1R cytotox 3.6%, EPAC1 ag 2.3%, GLP-1R agonist 5.0%, PTHR1 ag inactive, IL2 activator 0.4, PLK1 PBD inh -2.4%, EPAC1 antagonist -7.2% and PI5P4K alpha inh 0.8.
Screening Cn1cccc1/C=C1/C(=O)NC(=O)N(C(C)(C)C)C1=O returned GLP1R inv ag -15.5%, GLP1R cytotox 0.0%, EPAC1 ag -4.1%, GLP-1R agonist 3.1%, PTHR1 ag -12.8%, IL2 activator -3.9, PLK1 PBD inh -9.9%, EPAC1 antagonist -0.4% and PI5P4K alpha inh 0.1.
`CC(=O)O[C@H]1[C@H]2O[C@]23[C@@H]2CC[C@]4(O)C[C@@H](O)CC[C@]4(C)C2CC[C@]3(C)[C@H]1c1ccc(=O)oc1` (stereo not given in full) gave GLP1R inv ag -67.1%, GLP1R cytotox 0.0%, EPAC1 ag 2.4%, GLP-1R agonist -11.3%, PTHR1 ag -47.0%[inhibitor], IL2 activator 0.2, PLK1 PBD inh -6.1%, EPAC1 antagonist -5.5% and PI5P4K alpha inh -1.4.
Screening CCCCC(=O)N/N=C/c1c(O)n(-c2ccccc2)c(=O)[nH]c1=O returned GLP1R inv ag 8.3%, GLP1R cytotox 0.3%, EPAC1 ag -20.5%, GLP-1R agonist 0.0%, PTHR1 ag -35.3%[inhibitor], IL2 activator -0.8, PLK1 PBD inh -13.1%, EPAC1 antagonist -32.4% and PI5P4K alpha inh -1.1.
For O=C(C[C@H]1C[C@H](C(=O)N2CCCCC2)[C@@]2(CCc3ccccc3)c3[nH]c4cc(-c5ccco5)ccc4c3CCN2C1=O)NCCN1CCOCC1 the results were GLP1R inv ag inconclusive, GLP1R cytotox inconclusive, EPAC1 ag -11.5%, GLP-1R agonist -0.9%, PTHR1 ag -91.6%[inhibitor], IL2 activator -0.2, PLK1 PBD inh -17.1%, EPAC1 antagonist 10.1% and PI5P4K alpha inh -18.0.
For Cc1c(C(c2ccc(Cl)cc2Cl)c2c(O)c3ccccc3oc2=O)c(=O)n(-c2ccccc2)n1C (stereo not given) the results were GLP1R inv ag inconclusive, GLP1R cytotox 2.1%&-13.3%, EPAC1 ag -9.7%, GLP-1R agonist -0.4%, PTHR1 ag -63.1%[inhibitor], IL2 activator 0.8, PLK1 PBD inh 1.6%, EPAC1 antagonist 4.3% and PI5P4K alpha inh -2.5.
`CCN1CCN(c2ccc(NC(=O)C(C)C)cc2Cl)CC1` gave GLP1R inv ag inconclusive, GLP1R cytotox -14.1%, EPAC1 ag 2.3%, GLP-1R agonist 1.2%, PTHR1 ag inactive, IL2 activator -0.6, PLK1 PBD inh -3.4%, EPAC1 antagonist 3.2% and PI5P4K alpha inh 0.0.
Screening N#Cc1ccc(NC(=O)CN2C(=O)NC3(CCCC3)C2=O)cc1Cl returned GLP1R inv ag -24.2%, GLP1R cytotox 2.8%, EPAC1 ag 4.1%, GLP-1R agonist 0.2%, PTHR1 ag -8.2%, IL2 activator 0.5, PLK1 PBD inh -1.0%, EPAC1 antagonist 3.7% and PI5P4K alpha inh -17.3.
`FC(F)(F)c1cccc(NC2=NCCS2)c1` gave GLP1R inv ag -21.4%, GLP1R cytotox -0.8%, EPAC1 ag -1.7%, GLP-1R agonist -1.5%, PTHR1 ag -30.5%[inhibitor], IL2 activator -1.7, PLK1 PBD inh -16.5%, EPAC1 antagonist -13.0% and PI5P4K alpha inh 5.7.
Screening CCCN1CCC(NC(=O)c2cccc(Oc3ccccc3)c2)CC1 returned GLP1R inv ag inconclusive, GLP1R cytotox inconclusive, EPAC1 ag -22.5%, GLP-1R agonist 5.6%, PTHR1 ag inactive, IL2 activator -0.7, PLK1 PBD inh -19.3%, EPAC1 antagonist 2.8% and PI5P4K alpha inh 1.5.
C[C@@H]1C(c2cccc(Cl)c2)=NN(c2ccccc2)[C@H]1C(=O)N1CCOC1=O was read as GLP1R inv ag inconclusive, GLP1R cytotox 165.6%[activator], EPAC1 ag -1.4%, GLP-1R agonist -0.4%, PTHR1 ag -11.8%, IL2 activator -0.6, PLK1 PBD inh 0.9%, EPAC1 antagonist 14.9% and PI5P4K alpha inh 30.2.
For Fc1ccc([C@@H]2CCNC[C@H]2COc2ccc3c(c2)OCO3)cc1 the results were GLP1R inv ag 8.91µM*, GLP1R cytotox inconclusive, EPAC1 ag -22.2%&-10.5%&4.9%, GLP-1R agonist -5.7%&-3.3%&-1.0%, PTHR1 ag -11.1%&-3.9%&-19.8%, IL2 activator -0.6&-0.7&-0.8, PLK1 PBD inh -4.1%&-8.8%&-7.3%, EPAC1 antagonist 0.8%&-4.1%&6.9% and PI5P4K alpha inh 26.0&-0.7&6.2.
`O=C(Nc1ccc2ccccc2c1)c1nn(C23CC4CC(CC(C4)C2)C3)cc1Br` gave GLP1R inv ag 22.2%, GLP1R cytotox 10.5%, EPAC1 ag 2.3%, GLP-1R agonist -18.0%, PTHR1 ag 9.0%[57.5 µM], IL2 activator -0.3, PLK1 PBD inh -0.9% and EPAC1 antagonist 15.0%.
`Cn1c(=O)cc(SCC(=O)N2CCC3(CC2)OCCO3)c2ccccc21` gave GLP1R inv ag 4.4%, GLP1R cytotox 13.7%, EPAC1 ag -1.3%, GLP-1R agonist -2.6%, PTHR1 ag inactive, IL2 activator 0.1, PLK1 PBD inh -12.9%, EPAC1 antagonist -14.0% and PI5P4K alpha inh -1.0.
For COC(COC(N)=O)C1=C(N2CC2)C(=O)C(C)=C(N2CC2)C1=O (stereo not given) the results were GLP1R inv ag -15.4%, GLP1R cytotox inconclusive, EPAC1 ag 2.9%, GLP-1R agonist -3.4%, PTHR1 ag inactive, IL2 activator -0.3, PLK1 PBD inh -8.2%, EPAC1 antagonist 2.3% and PI5P4K alpha inh -9.0.
For O=C1NC(=O)C2(Cc3ccccc3N3CCCC32)C(=O)N1 (stereo not given) the results were GLP1R inv ag -6.5%, GLP1R cytotox -4.5%, EPAC1 ag 3.0%, GLP-1R agonist -12.6%, PTHR1 ag inactive, IL2 activator -0.6, PLK1 PBD inh -10.2% and EPAC1 antagonist 2.9%.

A portion of the library (hit frequency here may not be typical).
